OX1R antag-1: antagonists of human orexin 1 receptor (OX1R). O43613. OX1R-expressing cells, FRET antagonist read-out. inhibition, % at 6.6 µM. 330,000 tested, 1.8% active. AID 485270; in the data active means inhibition mostly above about 38%, no sharp cut-off; inactive means mostly below about 40%;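 further: 0% = agonist challenge alone and 100% = reference antagonist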
Target sequence (O43613 whole entry, looked up): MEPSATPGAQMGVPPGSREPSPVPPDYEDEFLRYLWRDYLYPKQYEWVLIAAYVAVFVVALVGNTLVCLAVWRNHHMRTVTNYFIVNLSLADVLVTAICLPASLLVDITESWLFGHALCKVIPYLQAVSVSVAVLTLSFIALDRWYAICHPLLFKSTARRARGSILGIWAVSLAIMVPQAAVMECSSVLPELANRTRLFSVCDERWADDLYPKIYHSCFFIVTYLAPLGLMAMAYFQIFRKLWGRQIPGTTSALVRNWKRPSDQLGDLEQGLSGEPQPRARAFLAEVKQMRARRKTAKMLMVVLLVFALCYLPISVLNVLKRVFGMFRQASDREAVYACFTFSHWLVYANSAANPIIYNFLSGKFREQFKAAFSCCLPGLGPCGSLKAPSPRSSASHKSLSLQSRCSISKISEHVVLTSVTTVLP
OX1R antag-2: human HCRTR1 antagonism; O43613; CHO/OX1R cells, Fluo-8 calcium fluorescence, orexin A; inhibition, % at 5 µM; 330,000 tested, 0.43% active; AID 434989;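 active means inhibition above its plate's threshold, mean inhibition of all tested compounds on the plate plus 3 SD, cut at about 37% in these data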;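 further: 0% = orexin A challenge wells and 100% = SB-334867-A antagonist wells; not every result past the cut was called active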
Starred values were filed as active, the others as inactive.

entry	SMILES	OX1R antag-2	OX1R antag-1
1	Cc1ccc(-n2nc(C)c3c2NC(=O)CSC3c2ccc3c(c2)OCO3)cc1 (stereo unspecified)	-28	29
2	O=c1[nH]c(=S)[nH]c(O)c1CN1CCCCC1	6	8
3	CN(C)C(=O)Oc1c(Cl)cc(Cl)c2cccnc12	-15	8
4	Cc1ccc(/C=C2\C(=O)NC(=S)N(c3ccccc3F)C2=O)s1	-7	7
5	CCCCOc1ccc(CC2C(=O)N(C)C(=O)N(C)C2=O)cc1	1	7
6	CC(C)C12CN3CC(C(C)C)(CN(C1)C3c1cccnc1)C2=O (stereo unspecified)	-19	10
7	O=C(c1ccc2c(c1)OCO2)C1CCCN(Cc2ccccn2)C1 (stereo unspecified)	0	11
8	CC(=NCC1CCCO1)c1c(O)n(-c2ccc(Cl)cc2)c(=O)[nH]c1=O (stereo unspecified)	-17	5
9	CCN(CC)c1ccc(CNCCc2ccc(F)cc2)cc1	-17	12
10	Cc1ccc2nc(-c3ccncc3)cc(C(=O)N3CCC4(CC3)OCCO4)c2c1	-12	30
11	Cn1ccnc1P(=S)(c1nccn1C)c1nccn1C	-19	4
12	Cc1ccc(/C=C2/C(=O)NC(=O)N(Cc3ccc(F)cc3)C2=O)o1	2	4
13	COc1ccc(N2C(=O)/C(=C/c3ccco3)C(=O)NC2=S)cc1	-8	0
14	COCCn1c(O)c(/C=N/NC(=O)CSC(=S)N2CCCC2)c(=O)[nH]c1=S	-3	6
15	CCCCCP(=O)(O)c1ccccc1	0	4
16	COc1ccc(OC)c(NC2=NCCS2)c1	-2	20
17	O=C(O)CCn1cc(C=C2C(=O)NC(=O)NC2=O)c(-c2cc3ccccc3oc2=O)n1	0	40
18	O=C1/C(=C\c2cc3c(cc2Br)OCO3)N2CCC1CC2	-10	40
19	COC(=O)C1=C(c2ccc(F)cc2F)C[C@@H]2CC[C@H]1N2C(=O)NC1Cc2ccccc2C1	-18	8
20	CCOc1ccccc1NC(=O)N1CCC2(CC1)OCCO2	-8	3

Screen by screen, quoted from above.
OX1R antag-1, compounds 14–19, in order: 6, 4, 20, 40, 40, 8
OX1R antag-2, compounds 14–19, in order: -3, 0, -2, 0, -10, -18

(cont.)
entry	SMILES	OX1R antag-2	OX1R antag-1
21	COP(=O)(/C=C(\Cl)c1ccccc1)/C=C(\Cl)c1ccccc1	-18	-2
22	CN(C)[C@@H]1C(=O)C(C(N)=O)=C(O)[C@@]2(O)C(=O)C3=C(O)c4c(O)cccc4[C@@](C)(O)[C@H]3C[C@@H]12	4	22
23	Clc1cccc(CNCCc2ccc3c(c2)OCO3)c1	-9	2
24	COC1=CC(=O)OC(/C=C/c2ccccc2)C1 (stereo unspecified)	0	20
25	COC(=O)C1=C(c2cccc(NC(C)=O)c2)C[C@@H]2CC[C@H]1N2C	-15	-1
26	COc1ccc(OC)c(N=Cc2c(O)n(Cc3ccccc3)c(=S)[nH]c2=O)c1	-35	20
27	Cc1ccccc1-[n+]1c(-c2ccccc2)cc(-c2ccccc2)cc1-c1ccccc1	15	45
28	CC(=O)c1cn(Cc2ccc(C#N)cc2)c2ccccc12	-15	15
29	CCOP(=O)(OCC)C(NC(=O)c1cccc([N+](=O)[O-])c1)C(Cl)(Cl)Cl (stereo unspecified)	-22	13
30	CCCCn1c(O)c(C(C)=NCc2ccco2)c(=O)[nH]c1=O	-15	-1
31	O=C1NCCN2CCCC12 (stereo unspecified)	-8	22
32	O=C(c1ccc(Cl)cc1)C1CCCN(Cc2cccc3cccnc23)C1 (stereo unspecified)	-30	16
33	C[C@]12CCC3C(CC[C@H]4C[C@@H](O)CC[C@]34C)C1C[C@H](Br)[C@@H]2O (stereo partly specified)	5	8
34	CN(C)c1ccc(CN2CC=C(c3ccc(F)cc3)CC2)cc1	-16	8
35	CCC1(c2ccccc2)C(=O)N(C)C(=O)N(C)C1=O	-10	31
36	Clc1ccccc1NC1=NCCCS1	-14	24
37	Cc1ccc(C[n+]2c(-c3ccc(C)cc3)cc(-c3ccc(C)cc3)cc2-c2ccc(C)cc2)cc1	96*	-5
38	COC(=O)C1=C(c2ccc3ccccc3c2)C[C@@H]2CC[C@H]1N2C(=O)NCC1CC1	-10	18
39	CCN(CC)c1ccc(CC2C(=O)N(C)C(=O)N(C)C2=O)cc1	-19	20
40	CCCCn1c(N)c(N(CCOC)C(=O)CN2CC=C(c3ccccc3)CC2)c(=O)[nH]c1=O	-22	6
41	O=c1cccc2n1CC1CC2CN(c2ncnc3c2cnn3-c2ccccc2)C1 (stereo unspecified)	-22	33
42	C[C@]12CCC3[C@@H](CCC4=CC(=O)CC[C@@]43CO)C1CCC2=O (stereo partly specified)	0	-1
43	C[C@H]1CCCC(=O)CCC/C=C/c2cc(O)cc(O)c2C(=O)O1	-29	12
44	CCCCn1c(=O)c(C(=O)Nc2ccc(C)cn2)c(O)c2ccccc21	-5	-3
45	COc1ccccc1CCNCc1cccc(C(F)(F)F)c1	-5	12
46	COC(=O)C1=C(c2cc3ccccc3o2)C[C@@H]2CC[C@H]1N2C(=O)N1CCCC1	-17	8
47	O=C(Cn1cc(C=C2C(=O)NC(=O)NC2=O)c2ccccc21)NCC1CCCO1 (stereo unspecified)	5	6
48	CC(C)N(Cc1ccco1)/N=C/c1c(O)n(Cc2ccccc2)c(=O)[nH]c1=O	-27	9
49	Cc1cc(Cl)ccc1C(=O)C1CCCN(Cc2ccon2)C1 (stereo unspecified)	-17	11
50	O=C(CN1CCN(C(=O)COc2cccc(F)c2)CC1)Nc1ccc(Cl)c(C(F)(F)F)c1	-19	1

Four structures from above, ordered by SMILES length, ascending:
entry	SMILES	OX1R antag-2	OX1R antag-1
49	Cc1cc(Cl)ccc1C(=O)C1CCCN(Cc2ccon2)C1 (stereo unspecified)	-17	11
41	O=c1cccc2n1CC1CC2CN(c2ncnc3c2cnn3-c2ccccc2)C1 (stereo unspecified)	-22	33
42	C[C@]12CCC3[C@@H](CCC4=CC(=O)CC[C@@]43CO)C1CCC2=O (stereo partly specified)	0	-1
50	O=C(CN1CCN(C(=O)COc2cccc(F)c2)CC1)Nc1ccc(Cl)c(C(F)(F)F)c1	-19	1

Next results follow:
entry	SMILES	OX1R antag-2	OX1R antag-1
51	C[C@]12CC[C@H](O)CC1C(=O)CC1C2CC[C@@]2(C)C1CC[C@@H]2O (stereo partly specified)	-5	10
52	NCC1(CC(=O)O)CCCCC1	-5	8
53	COc1cccc(C(=O)C2CCCN(Cc3ccc(F)cc3)C2)c1 (stereo unspecified)	-18	6
54	O=C(c1ccc(Cl)cc1)N1CCC2(CC1)OCCO2	5	-5
55	CC(=O)c1ccc(OCC(=O)N2CCCC(N(C)Cc3ccccc3)C2)cc1 (stereo unspecified)	-17	24
56	Cc1cccc(-n2c(O)c(C=NCCCN3CCOCC3)c(=O)[nH]c2=O)c1C	-11	4
57	O=C(N/N=C/c1c(O)n(CCc2ccccc2)c(=O)[nH]c1=O)c1ccncc1	-7	14
58	CN1CCN(C(=O)Cc2ccccc2)CC1	-8	10
59	COC(=O)C1=C(c2ccc(-c3ccccc3)c(F)c2)C[C@@H]2CC[C@H]1N2C(=O)NCc1ccco1	-7	4
60	C=CCn1c(O)c(C(C)=NCC2CCCO2)c(=O)[nH]c1=O (stereo unspecified)	-9	-1
61	CN1C2CCC1CC(OC(=O)c1ccc([N+](=O)[O-])cc1)C2 (stereo unspecified)	-7	39
62	CCCC[N+]12CCC(CC1)C(=C(c1ccccc1)c1ccccc1)C2	-7	2
63	Cc1ccc(N2C(=O)NC(=O)/C(=C\c3cc(C)n(-c4sc5c(c4C#N)CCCC5)c3C)C2=O)cc1	-8	20
64	CC(=O)c1cn(Cc2ccccc2C#N)c2ccccc12	19	41
65	CSCCC(N=Cc1c(O)n(-c2ccc(Cl)cc2)c(=O)[nH]c1=O)C(=O)OC(C)(C)C (stereo unspecified)	-32	3
66	O=C(CCNC(=O)N1C[C@H]2C[C@@H](C1)c1cccc(=O)n1C2)Nc1cccc(Cl)c1	-8	-2
67	CCOc1ccccc1N=C1SCCCN1C	-16	9
68	COc1ccc2nc(NC3=NCCN3)sc2c1	-4	16
69	O=C(COc1ccc(Cl)cc1)N1CCN(C/C=C/c2ccccc2)CC1	-12	2
70	COC(=O)C(O)(c1c(C)[nH]c2ccccc12)C(F)(F)F (stereo unspecified)	2	4
71	OCC#CC[N+]1(CC#Cc2ccccc2)CCOCC1	-5	21
72	CC(C)C[C@H](NC(=O)[C@@H]1CCCN1C(=O)[C@@H](N)Cc1ccc(O)cc1)C(=O)NCC(N)=O	2	11
73	OCC(Cl)CCl (stereo unspecified)	-19	2
74	O=C1Nc2ccccc2Sc2ccccc21	-7	19
75	O=C(c1cc(-c2cccnc2)nc2ccc(Cl)cc12)N1CCC2(CC1)OCCO2	-23	20
76	CCCc1c(C)nc(SCC(=O)C(C)(C)C)nc1OC(=O)N(C)C	-16	2
77	CCN1CCN(c2nc3c(c(=O)[nH]2)CCC3)CC1	-2	19
78	COc1ccc(-n2c(C)cc(C(=O)C[N+]34CCN(CC3)CC4)c2C)cc1	-13	1
79	COc1cccc(CCNCc2ccc(SC)cc2)c1	-13	11
80	Cn1c(O)c(N=Nc2cccc(S(=O)(=O)N3CCOCC3)c2)c(=O)n(C)c1=O	0	52
81	O=C(O)CCn1cc(C=C2C(=O)NC(=S)NC2=O)c(-c2cccc(Cl)c2)n1	-3	13
82	CCOP(=O)(C#CC(C)(C)C)C(O)(c1ccccc1)C(F)(F)F (stereo unspecified)	-29	10
83	Fc1ccc(CNCCc2c[nH]c3ccccc23)cc1	-12	8
84	C[C@]12CCC(=O)C[C@H]1CC[C@@H]1[C@@H]2CC[C@]2(C)C(=O)CC[C@@H]12	-2	3
85	O=P(NS(=O)(=O)c1ccc(Br)cc1)(Oc1ccccc1)Oc1ccccc1	7	55
86	Cc1ccc(C)c(C2(O)CC(C)N(C)CC2C)c1 (stereo unspecified)	-12	0
87	COC(=O)C1=C(c2ccc(F)cc2OCc2ccccc2)C[C@@H]2CC[C@H]1N2C(=O)NC1CC1	-19	12
88	Cc1ccc(-n2c(O)c(C=NCCN(C)C)c(=O)[nH]c2=O)cc1	-10	5
89	CCN(CC)C(=O)c1ccc(NC(=O)COc2ccc([N+](=O)[O-])cc2Cl)cc1	-13	22
90	CC(=NCC1CCCO1)c1c(O)n(C)c(=O)n(C)c1=O (stereo unspecified)	-10	20
91	O=C(O)CC1OCC=C2CN3CCC45c6ccccc6NC4C1C2CC35 (stereo unspecified)	-5	6
92	Cc1ccc(OCC(=O)N2CCN(CC3CC4C=CC3C4)CC2)cc1 (stereo unspecified)	-26	10
93	Fc1ccc(CCNCc2cccc(Cl)c2)cc1	-22	2
94	Cc1ncc(CN2CCCC(C(=O)c3ccc(C(C)(C)C)cc3)C2)s1 (stereo unspecified)	-42	13
95	COc1ccc(CC(=O)Nc2ccc(C#N)c(Cl)c2)cc1S(=O)(=O)N1CCOCC1	-22	17
96	CCCc1nnc(NC(=O)CCC(=O)N2CCN(CCOC(c3ccccc3)c3ccccc3)CC2)s1	-44	4
97	Cc1nc2ccccc2c(=O)n1-c1ccccc1C(F)(F)F	-35	9
98	COc1ccc(F)cc1C(=O)C1CCCN(Cc2cnc(C)s2)C1 (stereo unspecified)	-19	14
99	COc1ccc(OC)c(CNCCc2ccc(OC)c(OC)c2)c1	-8	24
100	COc1ccc(/C=C2\C(=O)NC(=O)N(CCC3=CCCCC3)C2=O)c(OC)c1	-14	17

Other compounds follow.
entry	SMILES	OX1R antag-2	OX1R antag-1
101	CCCOc1ccc(N2C(=O)CC(N3CC=C(c4ccccc4)CC3)C2=O)cc1 (stereo unspecified)	-27	20
102	COc1cccc(NC(=O)N2CCC3(CC2)OCCO3)c1	-8	20
103	Cc1cccnc1-n1c(CN2C(=O)c3ccccc3C2=O)nc2ccccc2c1=O	-10	1
104	Cc1cc(OCC(=O)NC(Cc2ccc(Cl)cc2)C(=O)O)c2c3c(c(=O)oc2c1)CCC3 (stereo unspecified)	1	21
105	O=C1C2CCCC1C(N1CCCC1)CC2 (stereo unspecified)	10	2
106	O=C(COc1ccc(Cl)cc1)N(c1ccccc1Cl)C1CN2CCC1CC2 (stereo unspecified)	-5	2
107	O=C(Cc1ccccc1)N1CCN(Cc2ccc(F)cc2)CC1	-21	10
108	COc1ccc(Cn2c(O)c(C=NCCCn3ccnc3)c(=O)[nH]c2=O)cc1	-7	22
109	Cc1cc(C)nc(N2Cc3ccccc3C2=N)n1	-23	4
110	COC(=O)c1c2[n+](cc3cc(OC)c(OC)cc13)CCc1cc(OC)c(OC)cc1-2	-1	27
111	CC(=NCCCO)c1c(O)[nH]c(=O)[nH]c1=O	0	5
112	CC(N)Cc1cn(Cc2ccccc2)c2ccccc12 (stereo unspecified)	-1	46
113	CC(C)(C)c1ccc(O)c(N=Cc2c(O)ccc3ccccc23)c1	-13	15
114	CN1CCC(OC(=O)C2c3ccccc3Oc3ccccc32)CC1	-15	10
115	COc1ccc(-c2nn(CCC#N)cc2C(=O)NCc2ccccc2)cc1	-17	7
116	CN1CCN(C(=O)Cc2nc3ccccc3[nH]2)CC1	0	14
117	CC1CCC/C=C/C2CC(O)CC2C(O)/C=C/C(=O)O1 (stereo unspecified)	3	20
118	ON1C2CCCCC2N(O)C1c1ccccc1 (stereo unspecified)	-2	7

One compound at a time, as listed above. Values in the order: OX1R antag-2 | OX1R antag-1
C=CCn1c(O)c(C(C)=NCC2CCCO2)c(=O)[nH]c1=O (stereo unspecified) is entered as -9 | -1
COC(=O)C1=C(c2cccc(NC(C)=O)c2)C[C@@H]2CC[C@H]1N2C is entered as -15 | -1
O=C(c1ccc2c(c1)OCO2)C1CCCN(Cc2ccccn2)C1 (stereo unspecified) is entered as 0 | 11
CC(=O)c1cn(Cc2ccccc2C#N)c2ccccc12 is entered as 19 | 41
CCCCn1c(O)c(C(C)=NCc2ccco2)c(=O)[nH]c1=O is entered as -15 | -1

This is a subset; the hit share may differ from the screen's.
